# PAFAH1B2 inh: blocks human PAF acetylhydrolase 1b catalytic subunit 2; P68402; recombinant PAFAH1B2, FP-rhodamine activity probe, fluorescence polarization; 1.2% of 340,000 active; inhibition, % at 3.39 µM; AID 492953;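 active = inhibition above the mean of all tested compounds plus 3 SD, cut at about 24% in these data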;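 note: 0% = enzyme with DMSO and 100% = wells lacking PAFAH1B2; many of its hits are not listed in these tables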
# GSTO1 inh: blocks human GSTO1 in RBBP9 counter-screen | recombinant GSTO1, activity-based probe fluorescence polarization | AID 1974 | inhibition, % at 5.96 µM | 1.1% of 300,000 active | P78417;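 active = inhibition above the campaign mean inhibition plus 3 SD, cut at about 35% in these data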;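 note: 0% = GSTO1-1 with DMSO and 100% = wells lacking GSTO1-1 enzyme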
# LYPLA2 counter: LYPLA2 (human) inhibition in PME1 counter-screen | O95372 | 0.38% of 320,000 active | inhibition, % at 5.9 µM | AID 2177 | recombinant LYPLA2, FP-Rh probe fluorescence polarization;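 active = inhibition above the screen-wide mean plus 3 SD, limit set per campaign, cut at about 26% in these data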;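 note: 0% = LYPLA2 with DMSO and 100% = wells lacking LYPLA2 enzyme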
# PAFAH2 FP inh: PAFAH2 (human) inhibition. Q99487. recombinant PAFAH2, FP-rhodamine activity probe, fluorescence polarization. inhibition, % at 3.39 µM. 0.99% of 340,000 active;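 active = inhibition above the mean over all tested compounds plus 3 SD, cut at about 30% in these data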;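 note: inhibitors block probe labeling of enzyme so polarization drops; 0% = enzyme with DMSO and 100% = wells lacking PAFAH2 protein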
# pPAFAH FP inh: pPAFAH (human) enzyme inhibition | Q13093 | recombinant pPAFAH, FP-rhodamine probe fluorescence polarization | inhibition, % at 3.39 µM | 1.5% of 330,000 active | AID 463082;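 active = inhibition above the mean inhibition across the screen plus 3 SD, cut at about 25% in these data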;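 note: inhibitors block binding of the rhodamine activity-based probe so polarization drops; 0% = enzyme with DMSO and 100% = wells lacking pPAFAH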
# Target sequence (Q13093 whole entry, looked up): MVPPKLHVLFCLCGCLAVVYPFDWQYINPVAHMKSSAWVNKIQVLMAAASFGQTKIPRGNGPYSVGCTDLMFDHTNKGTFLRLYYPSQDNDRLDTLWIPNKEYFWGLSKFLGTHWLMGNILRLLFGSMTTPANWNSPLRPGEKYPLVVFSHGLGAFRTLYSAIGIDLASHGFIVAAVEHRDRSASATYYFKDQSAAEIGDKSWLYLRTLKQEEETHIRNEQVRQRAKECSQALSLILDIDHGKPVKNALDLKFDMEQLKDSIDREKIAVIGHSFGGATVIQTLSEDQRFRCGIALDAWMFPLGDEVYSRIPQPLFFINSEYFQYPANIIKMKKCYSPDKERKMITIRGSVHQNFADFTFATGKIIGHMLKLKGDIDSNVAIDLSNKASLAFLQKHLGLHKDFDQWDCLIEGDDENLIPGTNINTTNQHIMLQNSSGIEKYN
# PAFAH1B3 FP inh: inhibitors of human PAFAH1B3; Q15102; recombinant PAFAH1B3, FP-rhodamine probe, fluorescence polarization; inhibition, % at 3.39 µM; 0.28% of 340,000 active; AID 492972;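 active = inhibition above the screen-wide average of all tested compounds plus 3 SD, cut at about 25% in these data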;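 note: 0% = enzyme with DMSO only and 100% = wells lacking PAFAH1B3 protein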
# PAD4 FP inh: PAD4 (human) enzyme inhibition | inhibition, % at 6.36 µM | recombinant PAD4, RCA probe fluorescence polarization | 0.41% of 330,000 active | Q9UM07;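 active = percent inhibition above a cutoff equal to the mean of all tested compounds plus 3 SD, cut at about 15% in these data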;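 note: 0% = PAD4 with RCA probe and DMSO and 100% = probe without PAD4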
# Target sequence (Q9UM07 whole entry, looked up): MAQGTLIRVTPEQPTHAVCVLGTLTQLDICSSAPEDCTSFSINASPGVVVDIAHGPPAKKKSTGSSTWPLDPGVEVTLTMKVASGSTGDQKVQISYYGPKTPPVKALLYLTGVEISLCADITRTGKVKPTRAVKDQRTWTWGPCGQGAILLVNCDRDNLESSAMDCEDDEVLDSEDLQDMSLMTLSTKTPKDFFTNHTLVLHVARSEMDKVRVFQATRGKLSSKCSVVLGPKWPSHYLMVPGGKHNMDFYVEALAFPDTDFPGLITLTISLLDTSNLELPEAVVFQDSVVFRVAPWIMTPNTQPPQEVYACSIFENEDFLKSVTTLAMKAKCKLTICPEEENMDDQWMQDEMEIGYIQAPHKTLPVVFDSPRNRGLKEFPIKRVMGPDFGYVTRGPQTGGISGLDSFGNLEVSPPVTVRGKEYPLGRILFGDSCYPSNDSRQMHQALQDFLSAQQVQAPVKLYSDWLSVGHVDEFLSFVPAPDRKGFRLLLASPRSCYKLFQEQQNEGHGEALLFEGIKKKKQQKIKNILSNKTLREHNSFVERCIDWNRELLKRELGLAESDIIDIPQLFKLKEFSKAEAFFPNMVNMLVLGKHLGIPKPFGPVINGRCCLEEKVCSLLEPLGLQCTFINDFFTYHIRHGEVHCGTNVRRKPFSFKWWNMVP
# LYPLA1 inh: counter-screen for PME1 inhibitors: inhibitors of human LYPLA1. AID 2174. O75608. recombinant LYPLA1, FP-Rh probe fluorescence polarization. 0.16% of 320,000 active. inhibition, % at 5.9 µM;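 active = inhibition above the mean of all tested compounds plus 3 SD, set per campaign, cut at about 14% in these data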;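 note: inhibitors block serine hydrolase probe labeling of LYPLA1 so polarization falls; 0% = enzyme with DMSO and 100% = wells lacking LYPLA1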
# PME-1 primary: blocks human protein phosphatase methylesterase 1; inhibition, % at 5.9 µM; AID 2130; recombinant PME-1, FP-Rh probe fluorescence polarization; 0.53% of 320,000 active; Q9Y570;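 active = inhibition above the campaign mean of all compounds plus 3 SD, cut at about 26% in these data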;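 note: competitive labeling of PME-1 active site by serine hydrolase directed probe; 0% = PME-1 with DMSO and 100% = wells lacking PME-1 enzyme; inhibitors block probe labeling so polarization falls and inhibition rises; many of its hits are not listed in these tables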
# Starred values were filed as active, the others as inactive; / = no result given.
Structure,PAFAH1B2 inh,GSTO1 inh,LYPLA2 counter,PAFAH2 FP inh,pPAFAH FP inh,PAFAH1B3 FP inh,PAD4 FP inh,LYPLA1 inh,PME-1 primary
CC1CN(C(=O)CCn2c(=O)oc3ccccc32)CC(C)O1 (stereo not given),4,4,2,-5,0,5,-2,3,1
CCOc1ccc(CCNC(=O)C2CCCN(S(=O)(=O)N3CC(C)CC(C)C3)C2)cc1OCC (stereo not given),6,1,2,2,3,7,-2,-3,1
Cc1ccc(OCCOc2cccc3ccc(C)nc23)c([N+](=O)[O-])c1,5,-5,-1,0,2,-4,-6,1,7
COc1ccc(NC(=O)c2ccc(C)cc2)c(OC)c1,0,2,-1,-3,4,-1,-3,-2,-1
CCC(=O)Nc1cc2c3c(c1)CCN3C(=O)CC2,1,1,4,1,4,1,-6,0,-5
CCCNC(=O)c1onc(CSc2ccc(Cl)cc2)c1C(=O)NCCOC,12,1,1,1,3,0,1,-4,-2
COc1ccc(C2C(C#N)=C(N)Oc3n[nH]c(C)c32)cc1CSc1ccccn1 (stereo not given),0,12,1,2,4,6,-2,4,7
Cc1ccn2c(=O)c(C(=O)NCCN3CCOCC3)c(O)nc2c1,0,6,0,5,-1,0,-4,0,2
Cn1c(=O)c2c(nc(NCc3ccc4c(c3)OCO4)n2C)n(C)c1=O,-9,11,4,5,4,3,-2,-1,-3
CCN1CCc2c(OCC(=O)Nc3cccc(C)c3C)cccc2C1=O,/,-7,-3,/,1,/,5,-3,-6
CCCn1c(SCC(=O)NC2CCCCC2C)n[nH]c1=O (stereo not given),2,0,8,2,1,3,1,1,0
O=C(Nc1ccc(CN2CCOCC2)cc1)c1cc2ccccc2o1,1,-5,3,8,-1,1,0,0,0
O=C(C1CCN(S(=O)(=O)c2ccc(F)cc2)CC1)N1CCOCC1,5,6,-1,-23,1,-2,2,0,8
[O-][n+]1onc2c1CCC(=N/O)/C2=N\Nc1ccccc1,/,40*,-9,/,41*,/,4,-4,11
Cc1cc(=O)n2nc(N3CCCC(C(=O)NCc4cccc(Br)c4)C3)sc2n1 (stereo not given),0,10,0,-12,5,9,-1,-1,-2
O=C(CSc1nc2cc(Cl)ccc2o1)NC1CC1,1,/,/,4,2,0,1,/,/
CCCNC(=O)C1Cc2cc(S(=O)(=O)N3CCCC3)ccc2N1C(C)=O (stereo not given),5,-10,2,11,3,4,-4,-1,-2
Oc1ccc(N=Cc2ccc(OCc3ccccc3)cc2)cc1,24,86*,11,19,24,28*,6,3,27*
COc1ccc(-c2noc3c2-c2nc(-c4cccc(C)c4)sc2CC3)cc1,-4,1,-1,-11,0,-9,-4,-3,-9
COC(=O)CCC(=O)Nc1ccc(S(=O)(=O)Nc2nc(C)cc(C)n2)cc1,2,-2,1,1,0,3,2,-1,1
Cc1cccc(C(=O)NN(C)c2nc(-c3ccccc3)nnc2C(F)(F)F)c1,1,13,-5,2,1,9,-6,-2,-1
CN1C(=O)S/C(=C/c2cccnc2)C1=O,-4,5,-3,-4,0,6,2,-4,8
N=c1oc2ccccc2cc1C(=O)Nc1cccc(F)c1,1,0,17,-2,3,1,-1,2,2
O=C(NCc1ccc(Cl)cc1)c1cccc(S(=O)(=O)N2CCCC2)c1,10,/,3,4,-3,6,0,-1,-2
Cc1cc(NCc2cccnc2)nc(N)n1,4,10,8,4,1,2,-1,-3,1
CC(=O)Nc1ccc(S(=O)(=O)N2CCSCC2)cc1,-2,-3,1,11,-5,6,1,-1,2
Cc1ccccc1NC(=O)c1nn(-c2ccc(F)c(F)c2)ccc1=O,0,-3,-4,14,-1,6,-2,-1,0
CCN1C(=NCc2ccco2)N[C@@H](c2cccc(C(F)(F)F)c2)C(C(=O)OC)=C1C,4,/,/,-1,6,-15,-6,/,/
COc1cc2ccccc2cc1C(=O)Nc1ccccc1N1CCN(S(C)(=O)=O)CC1,-6,-23,-2,3,2,4,-5,-5,-2
Cc1ccc(O)c(C(=O)CC(=O)c2ccc(Cl)cc2)c1,-1,3,-2,-4,-1,5,4,-4,3
Cc1cccc(NC(=O)CN(CC2CCCO2)C(=O)c2oc3ccccc3c2C)c1C (stereo not given),-8,/,-1,-10,4,3,-2,2,4
COc1cccc(NC(=O)c2ccc(C(=O)c3ccccc3)o2)c1,1,2,-12,0,-7,5,-3,-7,2
CN(C)S(=O)(=O)N1CCC(n2nccc2NC(=O)CCc2ccccc2)CC1,-3,3,6,-1,7,0,3,4,6
Cc1[nH]c(C)c(S(=O)(=O)NCc2ccc(Cl)cc2)c1C(=O)N1CCCC1,3,6,0,-2,4,9,5,4,-5
Cc1cc(C)n(CC(=O)N/N=C/c2cccs2)n1,4,-5,-2,2,2,8,13,-3,1
COc1ccccc1N1CCN(C(=O)c2cc(N3C(=O)C4C5CCC(C5)C4C3=O)ccc2Cl)CC1 (stereo not given),2,6,9,-6,0,1,4,-2,-3

# Not a retest: an excerpt of the list.
Structure,PAFAH1B2 inh,GSTO1 inh,LYPLA2 counter,PAFAH2 FP inh,pPAFAH FP inh,PAFAH1B3 FP inh,PAD4 FP inh,LYPLA1 inh,PME-1 primary
CC1CN(C(=O)CCn2c(=O)oc3ccccc32)CC(C)O1 (stereo not given),4,4,2,-5,0,5,-2,3,1
CCOc1ccc(CCNC(=O)C2CCCN(S(=O)(=O)N3CC(C)CC(C)C3)C2)cc1OCC (stereo not given),6,1,2,2,3,7,-2,-3,1
Cc1ccc(OCCOc2cccc3ccc(C)nc23)c([N+](=O)[O-])c1,5,-5,-1,0,2,-4,-6,1,7
COc1ccc(NC(=O)c2ccc(C)cc2)c(OC)c1,0,2,-1,-3,4,-1,-3,-2,-1

# (listing goes on)
Structure,PAFAH1B2 inh,GSTO1 inh,LYPLA2 counter,PAFAH2 FP inh,pPAFAH FP inh,PAFAH1B3 FP inh,PAD4 FP inh,LYPLA1 inh,PME-1 primary
COc1ccccc1NC(=O)Cc1noc(CN(C)Cc2cccs2)n1,-2,-3,1,2,5,-3,-5,0,2
Cc1cc(-c2nnc(CCC(=O)NC(C)c3ccccc3Cl)o2)no1 (stereo not given),3,4,3,12,1,7,-1,-2,-7
CCOC(=O)c1c(NC(=S)N2CCN(C)CC2)sc2c1CCN(C(=O)OCC)C2,1,-11,5,4,2,1,-8,0,0
CC1(c2cc([N+](=O)[O-])cc([N+](=O)[O-])c2)CC(C)(C)N(C(=O)c2ccccc2)c2ccccc21 (stereo not given),0,-3,-9,-2,4,-1,1,-3,-3
O=c1cc[nH]c2ccc([N+](=O)[O-])cc12,0,0,3,0,9,4,4,2,-4
Cc1ccc(SCC(=O)Nc2ccc(N3CCOCC3)cc2)cc1C,-1,/,2,2,8,-4,-3,4,0
c1ccc2c(Nc3ccc4c(c3)OCCO4)c3c(nc2c1)CCC3,5,0,0,12,4,4,0,3,0
Cc1csc(SCCn2c(Br)nc3c2c(=O)[nH]c(=O)n3C)n1,4,8,-3,2,2,6,-1,-1,-3
COc1cc(NS(=O)(=O)c2ccc(NC(=S)NC(=O)c3ccc(Br)cc3)cc2)ncn1,6,0,16,0,1,1,2,7,3
ClC1(Cl)CC1Cn1cnc2ccccc21 (stereo not given),-2,1,1,4,-1,3,-7,0,2
Cc1nnc(SC(=O)N2c3ccccc3Sc3ccccc32)s1,7,-26,-3,-11,15,4,34*,-1,3
CCCCCCCN1C(Nc2ccccc2)=NC[C@@H]1Cc1ccccc1,2,6,12,6,0,8,1,7,3

# Arranged by value in PAFAH1B2 inh (high to low): six of the compounds above.
SMILES | PAFAH1B2 inh
Cc1cc(NCc2cccnc2)nc(N)n1 | 4
COc1cccc(NC(=O)c2ccc(C(=O)c3ccccc3)o2)c1 | 1
Cc1ccn2c(=O)c(C(=O)NCCN3CCOCC3)c(O)nc2c1 | 0
Cc1ccc(O)c(C(=O)CC(=O)c2ccc(Cl)cc2)c1 | -1
COc1ccc(-c2noc3c2-c2nc(-c4cccc(C)c4)sc2CC3)cc1 | -4
COc1cc2ccccc2cc1C(=O)Nc1ccccc1N1CCN(S(C)(=O)=O)CC1 | -6

# An excerpt of these results, field by field.
mol: Cc1nnc(SC(=O)N2c3ccccc3Sc3ccccc32)s1
- PAFAH1B2 inh: 7
- GSTO1 inh: -26
- LYPLA2 counter: -3
- PAFAH2 FP inh: -11
- pPAFAH FP inh: 15
- PAFAH1B3 FP inh: 4
- PAD4 FP inh: 34*
- LYPLA1 inh: -1
- PME-1 primary: 3
mol: CCCCCCCN1C(Nc2ccccc2)=NC[C@@H]1Cc1ccccc1
- PAFAH1B2 inh: 2
- GSTO1 inh: 6
- LYPLA2 counter: 12
- PAFAH2 FP inh: 6
- pPAFAH FP inh: 0
- PAFAH1B3 FP inh: 8
- PAD4 FP inh: 1
- LYPLA1 inh: 7
- PME-1 primary: 3

# Next section
# Every second line gives: PAFAH1B2 inh | GSTO1 inh | LYPLA2 counter | PAFAH2 FP inh | pPAFAH FP inh | PAFAH1B3 FP inh | PAD4 FP inh | LYPLA1 inh | PME-1 primary
- COc1ccc(C(=O)NCCC2=CCCCC2)cc1S(=O)(=O)N1CCOCC1
    8 | -3 | 8 | -6 | 7 | 1 | 0 | 5 | -6
- COC(=O)c1ccc(N2CCN(C(C)=O)CC2)c(NC(=O)c2cccnc2)c1
    0 | -5 | 4 | 3 | 0 | 1 | -2 | -4 | -3
- Clc1ccc(COn2nnc3ccccc32)c(Cl)c1
    12 | 32 | 5 | -3 | 3 | -4 | -35 | -3 | 4
- COc1cc2nc(CN3CCN(S(=O)(=O)c4ccccc4C(F)(F)F)CC3)[nH]c(=O)c2cc1OC
    5 | / | / | -4 | -6 | 5 | 2 | / | /
- C=CCc1c(OC)ccc2ccc(=O)oc12
    1 | -2 | 0 | -6 | 4 | -2 | -3 | -1 | -3
- O=C(CN1CCCC1)Nc1c2c(nc3ccccc13)N(Cc1ccccc1)CC2
    11 | -2 | -7 | 0 | 0 | 9 | -2 | 2 | 5
- COC(=O)c1cc2c(N)c(C(=O)c3ccccc3)sc2nc1C(OC)OC
    4 | 1 | 2 | -2 | 3 | 7 | -2 | -1 | 2
- Cc1cc(C)nc(N(C#N)CC(=O)c2ccccc2)n1
    -2 | -14 | 5 | -6 | 4 | 5 | 3 | -3 | -43
- Cn1cccc1-c1nc2ccccc2n1C
    -3 | 2 | 1 | -3 | 2 | -3 | -6 | -2 | 2
- COc1ccc(-c2noc3c2-c2nc(-c4ccc(Cl)cc4)sc2CC3)cc1
    4 | -1 | -7 | -3 | 4 | 2 | 1 | -2 | 0
- CC(=O)NC(=O)COC(=O)/C=C/c1c(C)nn(Cc2c(Cl)cccc2Cl)c1Cl
    0 | 0 | -2 | -2 | 11 | 5 | -2 | -1 | -5
- COC(=O)c1cc(NC(=O)c2ccc([N+](=O)[O-])cc2)c(=O)oc1C
    0 | -5 | -3 | -8 | 0 | 4 | 1 | -1 | 1
- COC(=O)CC1C(=O)NCCN1C(=O)c1ccccc1 (stereo not given)
    3 | 2 | 4 | 2 | 6 | 9 | 0 | -1 | -8
- COc1ccc(CC2S/C(=N/N=C/c3ccccc3O)NC2=O)cc1 (stereo not given)
    0 | -10 | 8 | 0 | 8 | 6 | -6 | 0 | 1

# Assay outcomes (PubChem BioAssay)

# A portion of the library, so the mix of outcomes need not match the whole.
